# Source: PubChem
# KCNH2 3.1 block – blocks the human KCNH2 3.1 channel isoform; activity change, % (tested at about 1.8 µM); 340,000 tested, 0.95% active; U2OS KCNH2 3.1, thallium flux FluxOr; stronger effect = lower value; AID 720553;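 active = maximum activity change below -70%; inconclusive = maximum activity change from -70% to -50%; inactive = maximum activity change above -50%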;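 note: thallium influx rate constant from kinetic fluorescence after stimulation buffer; % is set by controls: 0 for no effect and ±100 for the full control effect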
#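 U2OS cells transduced with KCNH2 3.1 mutant virus (1.77 x 10^8 /mL, 4 h), plated overnight at 37 C, loaded 45 min with FluxOr dye plus Red40 quencher. Thallium flux rate constant from kinetic reads after stimulation buffer, normalised to controls.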
# TRPV1 ag – activates the human vanilloid receptor TRPV1 | TRPV1-expressing cells, Fluo-8 calcium influx, agonist mode | activation, % at 8.33 µM | 320,000 tested, 0.19% active | AID 540275; in the data active = activation above about 80%; inconclusive = between about 30% and that limit; note: 0% is about no effect
#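 Fluo-8 calcium influx in TRPV1-expressing cells, kinetic read (ex 480/em 520 nm). Compound added and read 3 min for agonist activity, followed by capsaicin at EC20 final and 2 min further read for enhancement.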
# A-T KAP1 phos – potential ataxia-telangiectasia treatments restoring KAP-1 phosphorylation. […] A-T fibroblasts, KAP-1 phosphorylation AlphaLISA; neocarzinostatin DNA damage 30 min before lysis. Potency, µM (titrated, usually from 57.5 µM), inactives show top-dose activation, hits mostly activators. 320,000 tested, 0.19% active; note: potency is the fitted concentration of half-maximal effect; % of control where 0% means no effect; nearly all actives have a fitted effect of over 45% in size
#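 ATM-like activity read as KAP-1 phosphorylation via AlphaLISA donor/acceptor antibody pairs after lysis and 6 hr at 25C. Cells were ATM-null patient fibroblasts ([…], hTERT), dosed 60 min, then exposed to the DSB inducer NCS for 30 min.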
# CXXC DNA block – MLL CXXC-DNA interaction inhibition; 290,000 tested, 0.037% active; MLL-CXXC / FITC-HOXA9 DNA fluorescence polarization; AID 2662; Potency, µM (titrated, usually from 115 µM), inactives show top-dose activity change, negative = inhibition, actives largely listed as inhibitors; active = well fitted inhibition curve with a large enough effect in the polarisation, with a control signal flat, not every such curve was filed as active; inconclusive = small, poorly fitted or top-dose-only effect, or effect the other way, or a change in a side signal; inactive = no such curve, though single readings can be large or run the other way; the % refers to the polarisation; note: potency is the fitted concentration of half-maximal effect
#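 Purified MLL-CXXC (added from a 7 uM solution) was preincubated 5 min at ambient with pinned compounds in 50 mM Tris-HCl pH 7.5, 50 mM NaCl, 1 mM DTT, 0.05% BSA. Fluorescein-labeled HOX-A9 DNA (50 nM solution) followed, 30 min, then polarization read.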
# ASM inhibitor – inhibitors of human secretory acid sphingomyelinase. P17405. placental ASM, HMU-PC fluorogenic substrate, 60 min. Potency, µM (series often up to 57.5 µM), without a hit: top-dose activity change, negative = inhibition, most hits filed as inhibitors. 340,000 tested, 0.006% active; note: potency is the fitted concentration of half-maximal effect
#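 Fluorescence read-out (Ex 386 nm, Em 447 nm) after stopping the reaction at pH 10. Enzyme: ASM from human placenta; substrate HMU-PC0, 9 uM final; 60 min, 37 °C. Compound preincubation 10 min, ambient temperature.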
# KCNH2 WT inh – KCNH2 (human, wildtype) channel inhibition; 340,000 tested, 0.37% active; activity change, % at 1.84 µM; AID 720551; U2OS, BacMam KCNH2, thallium flux FluxOr; stronger effect = lower value; Q12809;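 active = maximum activity change below -70%; inconclusive = maximum activity change between -70% and -50%; inactive = maximum activity change above -50%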; note: % is set by controls: 0 for no effect and ±100 for the full control effect
#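 U2OS cells transduced with wild-type KCNH2 virus are loaded with FluxOr dye for 45 min, and thallium flux is measured in kinetic reads before and after stimulation buffer. Rate constants are normalized to DMSO controls.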
# FBPA coupling cs – inhibits coupling enzyme system, counter-screen for aldolase hits | coupling enzyme system counterscreen, AmpLite Red fluorescence | activity change, negative = inhibition, % at 58.2 µM, hits read low | 290,000 tested, 0.67% active | AID 2472; in the data active = activity change below about -30%; note: % is set by controls: 0 for no effect and ±100 for the full control effect
#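 Compounds tested against the coupling enzymes alone at 57.5 uM final; readout was AmpLite Red fluorescence (525/598 nm) after 20 min at RT.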
# GALK inh – blocks human galactokinase activity | Potency, µM (series often up to 57.5 µM), inactives show top-dose activity change, negative = inhibition, hits mostly inhibitors | P51570 | 270,000 tested, 0.007% active | AID 1868 | Purified GALK, Kinase-Glo residual ATP luminescence; note: potency is the fitted concentration of half-maximal effect; % is set by controls: 0 for no effect and ±100 for the full control effect
# Target sequence (P51570 whole entry, looked up): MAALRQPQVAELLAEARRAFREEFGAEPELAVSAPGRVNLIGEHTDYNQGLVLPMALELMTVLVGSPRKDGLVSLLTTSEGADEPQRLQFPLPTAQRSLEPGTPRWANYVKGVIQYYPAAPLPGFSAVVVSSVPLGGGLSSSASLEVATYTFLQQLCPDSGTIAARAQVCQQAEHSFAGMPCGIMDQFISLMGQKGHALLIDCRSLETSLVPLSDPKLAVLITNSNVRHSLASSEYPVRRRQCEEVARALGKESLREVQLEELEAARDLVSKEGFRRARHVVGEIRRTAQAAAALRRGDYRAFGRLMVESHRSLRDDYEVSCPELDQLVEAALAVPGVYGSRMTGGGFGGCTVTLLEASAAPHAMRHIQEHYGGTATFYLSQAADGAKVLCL
#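 GALK at 5 nM final was combined with compound, 35 uM ATP and 100 uM galactose in HEPES pH8.0 with MgCl2 and DTT. The reaction ran one hour at room temperature before luminescent ATP detection.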
# MBNL1-CUG inh – inhibitors of human MBNL1 binding to CUG repeat RNA. Q9NR56. TR-FRET MBNL1-His/biotin-(CUG)12 binding, 665/545 ratio. Potency, µM (doses to about 57.5 µM), for inactives: at the top dose activity change, negative = inhibition, usual class: inhibitors. 280,000 tested, 0.036% active; active = well fitted inhibition curve with a large enough effect in the signal ratio, with a control signal flat, not every such curve was filed as active; inconclusive = small, poorly fitted or top-dose-only effect, or effect the other way, or a change in a side signal; inactive = no such curve, though single readings can be large or run the other way; the % refers to the signal ratio; note: potency is the fitted concentration of half-maximal effect; % is set by controls: 0 for no effect and ±100 for the full control effect
# Target sequence (Q9NR56 whole entry, looked up): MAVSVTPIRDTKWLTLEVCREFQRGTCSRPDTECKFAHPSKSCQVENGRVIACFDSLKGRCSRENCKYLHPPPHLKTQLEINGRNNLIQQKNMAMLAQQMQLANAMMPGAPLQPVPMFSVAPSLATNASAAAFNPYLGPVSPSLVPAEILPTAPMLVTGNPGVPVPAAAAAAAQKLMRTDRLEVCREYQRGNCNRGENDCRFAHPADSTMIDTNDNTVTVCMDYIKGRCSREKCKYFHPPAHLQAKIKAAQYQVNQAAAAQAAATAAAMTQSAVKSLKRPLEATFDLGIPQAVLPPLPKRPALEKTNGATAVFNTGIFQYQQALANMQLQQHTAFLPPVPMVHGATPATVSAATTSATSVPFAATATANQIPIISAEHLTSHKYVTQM
#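 His-tagged MBNL1 binding to biotinylated (CUG)12 RNA was measured by TR-FRET using terbium anti-His antibody (0.055 ng/ul final) and streptavidin-XL665 (5 nM final). Compounds were titrated 92 nM to 58 uM; 60 min at room temperature.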
# a7 integrin act – activators of alpha7 integrin expression for muscular dystrophy. Potency, µM (doses to about 38.3 µM), without a hit: top-dose activation, hits mostly activators. alpha7betagal myoblasts, beta-gal FDG fluorescence, 48 h. 350,000 tested, 0.064% active. AID 624291;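 note: potency is the fitted concentration of half-maximal effect; 100% = response of the positive control SU9516; nearly all actives have a fitted effect of over 60% in size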
#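 Alpha7betagal+/- myoblasts (passage 13) were plated 16-24 hr, then exposed to compounds (1:260 dilution of DMSO stock) for 48 hours at 37C. After MPER lysis, β-galactosidase reporter activity was read as FDG fluorescence (ex 480/em 540) after 30 minutes.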
# Starred values were filed as active, the others as inactive; ? = inconclusive; . = no result given; & = joins results of further samples; [ ] = dose if it differs, or a comment. Unless noted, calls come from the whole dose curve; as a rule, active = well fitted curve in the direction sought with a large enough effect; inconclusive = small, poorly fitted or top-dose-only effect, or another doubt; inactive = no such curve, though single readings can be large; an effect the other way counts as inactive or inconclusive. Rows were taken by chance. Share with any hit: about 2%.
SMILES,KCNH2 3.1 block,TRPV1 ag,A-T KAP1 phos,CXXC DNA block,ASM inhibitor,KCNH2 WT inh,FBPA coupling cs,GALK inh,MBNL1-CUG inh,a7 integrin act
CC1CCCCN1C(=O)Nc1cccc(Cl)c1 (configuration not stated),7,-3,0%,-5%,1%,1,-8,1%,-3%,1%
CC(Sc1nnc2ccccn12)C(=O)Nc1ncc(Cl)cc1Cl (configuration not stated),-14,-1,-11%,-1%,0%,-4,0,0%,3%,19%
CCN(CC)CCNCc1cc(Cl)c(OCC(=O)Nc2ccccc2)c(OC)c1,-15,0,3%,2%,3%,-2,1,1%,-3%,-40%
COCc1cc(=O)n2[nH]c(-c3ccc(C)cc3)cc2n1,6,-4,4%,-7%,2%,4,-6,0%,-9%,22%
CC1Cc2ccccc2N1CC(=O)Nc1ccc(S(N)(=O)=O)cc1 (configuration not stated),-8,-1,-4%,-9%,-3%,-6,1,2%,-7%,?
COCCn1c(COc2cccc(OC)c2)nnc1SCC(=O)NC1CCCC1,-22,1,0%,12%,16%,-13,3,-3%,1%,-18%
Cn1cc(CN2CCN(CC(C)(C)C)C(CCO)C2)c2ccccc21 (configuration not stated),-1,1,-10%,7%,0%,-11,-2,0%,-9%,-7%
O=C(Nc1ccccc1C(=O)N1CCCCC1)c1cccs1,-13,-1,33%,-7%,1%,-16,.,5%,-1%,6%
O=C(NCCCn1ccnc1)/C(=C\c1ccc(Br)cc1)NC(=O)c1ccccc1F,-111*,6,7%,11%,-3%,-129*,.,4%,18%,-2%
Cc1cc(C(=O)COC(=O)c2ccc(O)cc2)c(C)n1CC(F)(F)F,-2,?,-4%,.,-3%,25,.,.,.,21%
CCCCC(=O)Nc1cccc(-c2cn3ccccc3n2)c1,12,-2,-1%,-15%,1%,-3,-4,-1%,4%,-25%
CCOc1ccc(NC(=O)CC2SC(N)=NC2=O)c([N+](=O)[O-])c1 (configuration not stated),-2,-1,-4%,13%,-5%,-2,8,9%,?,-3%
CCn1nc(NS(=O)(=O)c2ccc(C)cc2)c2cc3ccccc3nc21,-1,6,3%,5%,4%,-15,.,0%,14%,24%
COc1nccnc1NS(=O)(=O)c1ccc(NC(=S)NC(=O)/C=C/c2ccc(F)cc2)cc1,7,1,-8%,?,-4%,0,3,0%,-8%,-20%
Nc1c(C(=O)N2CCOCC2)sc2nc3c(cc12)CCC3,17,1,-1%,5%,24%,7,0,1%,?,11%
COc1ccc(CNc2nc(NCc3ccc(OC)cc3)c3ncn(C4CCCC4)c3n2)cc1,3,.,-21%,.,?,8,.,.,.,-31%
CC(C)Oc1ccc(/C=C(\NC(=O)/C=C/c2ccco2)C(=O)NCCc2nc3ccccc3[nH]2)cc1,-33,5,-10%,7%,-4%,-1,2,-2%,6%,-3%
COc1cccc(NC(=O)c2cnc(SC)nc2C)c1,19,14,1%,6%,1%,1,-1,1%,-3%,39%
O=C1C(=O)N(CCCN2CCOCC2)C(c2ccc([N+](=O)[O-])cc2)/C1=C(/O)c1ccc2c(c1)OCO2 (configuration not stated),6,-2,4%,-6%,-1%,-5,7,6%,?,20%
O=C(OCC(=O)N1CCc2ccccc21)c1cccc(S(=O)(=O)N2CCCc3ccccc32)c1,-11,-2,1%,2%,0%,9,0,1%,.,18%
Cc1cc(=O)oc2c(C)c(OCC(=O)NCC3CCC(C(=O)O)CC3)ccc12 (configuration not stated),0,0,2%,3%,-2%,-5,4,.,-2%,15%
COC(=O)CCCC1=CC2=C(c3ccccc3)C(=O)C(C)(OC(=O)C3CCCC3)C(=O)C2=CN1c1ccccc1 (configuration not stated),17,15,-3%,6%,0%,-7,-1&-17,-3%,27%,-18%
S=C(Nc1ccccc1)c1ccccn1,-14,-2&13,42%&-3%,?,-5%,-1,-15&-3,-1%&0%,11%&8%,-59%[inhibitor]
CCCCCC(=O)NNC1=NCC(Cc2ccccc2)S1 (configuration not stated),10,0,2%,-3%,-1%,6,6,-1%,-11%,14%
CO[C@H]1/C=C/O[C@@]2(C)Oc3c(C)c(O)c4c(O)c(c(C=NN5CCN(C)CC5)c(O)c4c3C2=O)NC(=O)/C(C)=C\C=C\[C@H](C)[C@H](O)[C@@H](C)[C@@H](O)[C@@H](C)[C@H](OC(C)=O)[C@@H]1C,-9,-4,-24%,.,-7%,-5,.,.,.,.
# The list goes on.
SMILES,KCNH2 3.1 block,TRPV1 ag,A-T KAP1 phos,CXXC DNA block,ASM inhibitor,KCNH2 WT inh,FBPA coupling cs,GALK inh,MBNL1-CUG inh,a7 integrin act
O=C(NCCc1ccccc1)c1ccc2c(=O)[nH]c3c(C(=O)NCC4CCCO4)sc(=S)n3c2c1 (configuration not stated),-15,0,-4%,-2%,-6%,-2,.,?,2%,-14%
O=C(Nc1cnccn1)Nc1cccc(Cl)c1Cl,0,-5,15%,3%,-1%,5,6,1%,-6%,-9%
Cc1cc(C(=O)OCC(=O)c2ccc(Br)s2)c(C)o1,.,16,4%,1%,.,.,0,0%,33%[activator],.
Cc1nnsc1C(=O)Nc1ccc(S(=O)(=O)N2CCCCC2)cc1,-8,25,4%,6%,-3%,-3,3,7%,-6%,0%
CCN(CC(=O)Nc1cccc(OC)c1)C(=O)c1cnc(Cl)c(Cl)c1,-6,9,-3%,-4%,-2%,3,1,9%,1%,16%
CC1CCC(n2c(=S)[nH]c3ccccc3c2=O)CC1 (configuration not stated),6,-6,0%,-6%,-1%,-24,-1,-1%,8%,-38%
COc1cc2c(cc1O)[C@@H]1Cc3cc(O)c(OC)cc3[C@H](C2)N1C,24,2,-16%,6%,-4%,-2,-3,0%,0%,13%
CCc1cc2c(=O)n(Cc3ccco3)c(SCC(=O)N(C)C3CCS(=O)(=O)C3)nc2s1 (configuration not stated),-111*,-5,-3%,9%,-2%,-90*,-1,11%,.,-8%
C/C(=N\NC(=O)c1ccco1)c1ccc(NC(=O)c2cccs2)cc1,14,14,1%,-10%,2%,-8,0,0%,.,7%
CCOC(=O)N1CCN(C(=O)CCS(=O)(=O)c2ccc(Br)s2)CC1,7,3,-7%,11%,4%,7,4,3%,-11%,6%[7.66 µM]
CCOC(=O)c1ccccc1NC(=O)[C@@H]1CCCN1C(=O)OC(C)(C)C,3,15,12%,2%,-1%,-11,2,4%,-5%,-23%
CCn1nc(C)c(NC(=O)CCSc2nc(-c3ccco3)cc(C(F)(F)F)n2)c1C,-2,-1,1%,9%,-1%,-1,.,0%,-6%,13%
O=[N+]([O-])c1cc(-c2nnc(Nc3ccccc3)c3ccccc23)ccc1N1CCOCC1,-26,-6,7%,5%,-17%,9,1,1%,?,-4%
CCCc1cc(-c2n[nH]c(=S)n2CC(C)C)cs1,1,1,0%,5%,-2%,3,7,3%,-10%,14%
O=C(NC1CC1)c1ccc2c(c1)N(Cc1ccccc1)CCS2,4,?,21%,0%,373%[activator],-3,.,-6%,43%[activator],-7%
CSCCC(NC(=O)c1ccc(Cl)cc1Cl)C(=O)N1CCN(C(=O)c2ccccc2)CC1 (configuration not stated),-20,.,.,.,3%,2,.,.,.,3%
O=C(O)c1cccc(NC(=O)c2ccc3c(c2)C(=O)N(C2CCCCC2)C3=O)c1,-5,-6,3%,1%,-5%,1,4,-4%,?,10%
O=C(Nc1ccc(F)cc1)Nn1cnnc1,6,2,1%,6%,6%,-14,-1,1%,-23%,22%
NS(=O)(=O)c1ccc(CCNC(=O)CN2CCCCCC2)cc1,1,-3,2%,-1%,-2%,-4,1,8%,-7%,1%
COCCN1Cc2c(sc(C)c2C)N(C(=O)c2ccccc2)C1,-3,13,5%,3%,14%,-12,1,0%,2%,-1%
Cc1ccc(NC(=O)CSc2nccn2C)cc1S(=O)(=O)N1CCOCC1,0,-1,-10%,0%,12%,1,3,-2%,-3%,38%
Cn1c(=O)c(C(=O)NC2CCCCCC2)c(O)c2ccccc21,-4,4,1%,3%,1%,4,2,-2%,-10%,-44%
CCC(CO)Oc1cc(NC(=O)c2cccc(C)c2)c2ncn(C(C)C)c2c1 (configuration not stated),-4,.,-4%,.,-3%,-3,.,.,.,-1%
CC(CCc1ccccc1)NC(=O)c1ccncc1 (configuration not stated),-9,5,2%,1%,6%,0,2,0%,-1%,8%
Cc1cc(N/C=C2\CCCCC2=O)no1,-4,0,-2%,2%,-2%,-5,-3,-1%,12%,20%
CCCn1nnc(NC(=O)COc2ccc(C3CCCCC3)cc2)n1,-16,3,4%,1%,-2%,3,2,2%,2%,13%
